# Source: PubChem BioAssay (The Scripps Research Institute Molecular Screening Center)
# TEAD-YAP block = TEAD-YAP interaction inhibition; actives 1.4% (n = 640,000); HEK-TIYL cells, TEAD-Gal4/YAP UAS-luciferase luminescence; inhibition, % at 9.12 µM; AID 1259422; in the data active = inhibition above about 32%;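 also: 0% = median of test compound wells and 100% = reference inhibitor wells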
# GPR151 ag = human GPR151 activation; AID 1508602; activation, % at 11.2 µM; actives 1% (n = 650,000); PathHunter beta-arrestin GPR151 cells, luminescence; in the data active = activation above about 4.9%;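 also: 0% = median of compound wells and 100% = cells with positive control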
# Target sequence (Q8TDV0 whole entry, looked up): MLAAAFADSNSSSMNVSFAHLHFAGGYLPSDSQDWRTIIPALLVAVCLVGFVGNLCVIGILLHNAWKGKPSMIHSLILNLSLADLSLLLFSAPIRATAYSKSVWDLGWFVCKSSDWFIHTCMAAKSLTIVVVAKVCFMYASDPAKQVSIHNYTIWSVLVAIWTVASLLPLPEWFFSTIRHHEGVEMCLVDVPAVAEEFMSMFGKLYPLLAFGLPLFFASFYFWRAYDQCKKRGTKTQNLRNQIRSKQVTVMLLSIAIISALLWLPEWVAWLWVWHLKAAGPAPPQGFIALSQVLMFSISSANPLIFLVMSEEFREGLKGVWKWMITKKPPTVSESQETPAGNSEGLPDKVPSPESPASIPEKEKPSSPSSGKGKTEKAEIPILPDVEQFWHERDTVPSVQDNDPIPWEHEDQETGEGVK
# FBW7 activator = activators of human E3 ligase FBW7. Q969H0. actives 0.13% (n = 650,000). AlphaScreen FBW7–phospho-cyclin E peptide binding, activator screen. normalized activity (activation), % at 26.1 µM; in the data active = normalized activity above about 1.9%;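 also: purified mutant Fbw7 with reduced substrate affinity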
# Target sequence (Q969H0 whole entry, looked up): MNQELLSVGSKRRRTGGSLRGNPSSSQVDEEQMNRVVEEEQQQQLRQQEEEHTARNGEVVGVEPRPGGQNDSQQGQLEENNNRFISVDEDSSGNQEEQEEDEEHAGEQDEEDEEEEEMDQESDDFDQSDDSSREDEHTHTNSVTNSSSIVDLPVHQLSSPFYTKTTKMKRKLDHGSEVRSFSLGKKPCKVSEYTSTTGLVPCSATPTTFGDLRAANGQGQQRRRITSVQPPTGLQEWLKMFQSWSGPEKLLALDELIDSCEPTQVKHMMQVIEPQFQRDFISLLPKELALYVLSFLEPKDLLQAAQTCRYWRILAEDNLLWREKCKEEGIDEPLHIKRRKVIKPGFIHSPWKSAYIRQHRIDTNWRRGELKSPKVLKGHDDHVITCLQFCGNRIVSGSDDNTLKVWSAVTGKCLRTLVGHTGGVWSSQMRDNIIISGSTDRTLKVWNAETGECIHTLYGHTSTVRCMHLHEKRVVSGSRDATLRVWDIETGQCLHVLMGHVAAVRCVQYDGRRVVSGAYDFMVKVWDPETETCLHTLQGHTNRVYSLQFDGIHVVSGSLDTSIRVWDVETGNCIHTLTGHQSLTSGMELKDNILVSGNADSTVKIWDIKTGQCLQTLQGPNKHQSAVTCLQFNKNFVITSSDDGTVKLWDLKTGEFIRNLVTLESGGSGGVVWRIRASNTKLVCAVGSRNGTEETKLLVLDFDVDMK
# MITF inh = inhibitors of human MITF; O75030; inhibition, % at 2.6 µM; actives 0.91% (n = 650,000); AID 1259374; AlphaScreen MITF homodimerization, bead proximity signal; in the data active = inhibition above about 50%;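 also: 0% = vehicle wells with protein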
# Starred values were filed as active, the others as inactive; / = not tested or not shown; & = joins results of further samples.
# Value order: TEAD-YAP block	GPR151 ag	FBW7 activator	MITF inh
> COc1cc2c(cc1OC)C(COc1cccc(C(F)(F)F)c1)N(C(=O)c1ccc3c(c1)OCO3)CC2 (centres undefined)
  -8.7	-0.1	0.2	-7.9
> CC(=O)c1cccc(NC(=S)NC(=O)COc2ccc(C)cc2)c1
  7.3	-1.2	-0.1	-7.3
> CSc1ncnc2c1c(-c1ccccc1)cn2-c1ccc(F)cc1
  -6.3	1.1	0.0	6.4
> C=CCOc1ccc(C=C2C(=O)c3ccccc3C2=O)cc1OC
  -10.4	3.9	0.3	11.9
> O=c1[nH]c(=O)n(CCC2=CCCCC2)c(O)c1C=NCCN1CCCCC1
  13.0	0.3	0.0	0.9
> CCOC(=O)C(NC(=O)c1ccc(OC)cc1)(NC1CCCCC1)C(F)(F)F (centres undefined)
  2.9	0.0	0.1	5.0
> Cc1nc2nc(C)c(CCC(=O)Nc3ccc(F)cc3F)c(C)n2n1
  5.3	1.1	0.0	-5.5
> Cc1cccnc1C(NC(=O)C1CCN(C(=O)C(C)(C)C)CC1)c1ccc(F)cc1 (centres undefined)
  -4.9	-0.3	-0.4	-8.6
> O=C(Nc1nnc(-c2ccncc2)s1)C(Sc1ccccc1)c1ccccc1 (centres undefined)
  4.7	1.0	0.1	-4.7
> N#Cc1ccc(CSc2ncn[nH]2)cc1
  -3.3	0.1	0.1	0.2
> COC(=O)c1sc2nc(CN3CCCC(C)C3)ccc2c1NC(=O)C1CC1 (centres undefined)
  8.8	-1.2	-0.1	-4.0
> Cc1ccc(C2(C)CC(C)(C)N(C(=O)CSC#N)c3ccc(C)cc32)cc1 (centres undefined)
  30.1	1.9	0.3	10.5
> Cc1cccc(S(=O)(=O)NCCNc2cc(N(C)C)nc(C)n2)c1
  5.7	2.3	-0.2	-11.1
> CC1CCCC(NC(=O)C2N(C(C)(C)C)C(=O)C3C(C(=O)Nc4ccc(F)c(Cl)c4)C4C=CC32O4)C1C (centres undefined)
  8.5	1.2	0.2	-4.4
> O=C(Cn1ncc2ccc(Cl)cc21)NCc1ccccc1
  -12.2	3.2	-0.1	-3.3
> CN1CCCN(C(=O)C2CC23CCN(Cc2ccc(N(C)C)cc2)CC3)CC1 (centres undefined)
  -0.6	0.8	0.1	-6.8
> CCOC(=O)c1c(-n2ncnc2-c2ccc([N+](=O)[O-])cc2)sc2c1CCCC2
  5.5	0.7	0.0	7.1
> CCc1ccccc1OCCOCCNCCN
  -4.7	1.7	0.0	26.3
> Cc1cccc(OCC(=O)Nc2ccc(Br)cc2)c1
  -2.6	-0.3	0.3	13.5
> COc1ccccc1/C=N/NC(=O)CC(=O)NCc1ccccc1
  -5.1	0.9	0.2	1.9

# In another format: 2 of the compounds above
Cc1cccnc1C(NC(=O)C1CCN(C(=O)C(C)(C)C)CC1)c1ccc(F)cc1 (centres undefined)
  TEAD-YAP block: -4.9
  GPR151 ag: -0.3
  FBW7 activator: -0.4
  MITF inh: -8.6

O=C(Nc1nnc(-c2ccncc2)s1)C(Sc1ccccc1)c1ccccc1 (centres undefined)
  TEAD-YAP block: 4.7
  GPR151 ag: 1.0
  FBW7 activator: 0.1
  MITF inh: -4.7

# (listing goes on)
# Value order: TEAD-YAP block	GPR151 ag	FBW7 activator	MITF inh
> O=C(NC1CC1)c1ccc(-c2nc(NCCOc3ccccc3)c3[nH]cnc3n2)cc1
  -10.0	-0.8	0.0	9.7
> CCOC(=O)C(=O)Nc1ccccc1Sc1ccccc1
  9.4	1.7	-0.4	-2.4
> Cc1cc(C)c(NC(=O)C(F)(F)F)c(Cl)c1
  -4.6	0.0	0.0	-3.3
> c1ccc(OCCNc2ccnc(-c3ccc4[nH]ccc4c3)n2)cc1
  -11.5	1.2	-0.1	6.2
> O=C(CCN1CCOCC1)Nc1cc(C(=O)NCc2cccc(Cl)c2)ccc1N1CC2CC(C1)c1cccc(=O)n1C2 (centres undefined)
  -3.2	-1.1	-0.1	-5.9
> Cc1cc(C)c(C#N)c(SCC(=O)CC(=O)OC(C)C)n1
  6.5	0.6	0.0	4.3
> COc1ccc(CN2C(=O)CN(C3CCCCC3)C(=O)C2c2ccc(OC)cc2)cc1 (centres undefined)
  -8.0	-1.0	0.0	6.9
> CCCCCCC(C)OC(=O)Nc1ccc(OC(=O)CC)cc1 (centres undefined)
  8.8	2.4	0.1	1.2
> COc1ccc2c(c1)CCc1c(C(=O)Nc3ccc(C(C)=O)cc3)noc1-2
  -0.3	1.7	0.0	7.3
> COc1cccc(CC2(CO)CCCN(Cc3nc4ccccc4nc3C)C2)c1 (centres undefined)
  -16.1	0.0	0.0	24.1
> COC(=O)/C(=C(/F)Sc1c(-c2ccccc2)[nH]c2ccccc12)C(F)(F)F
  6.0	2.4	-0.4	-0.5
> O=C(Cc1ccccc1)NC1CCN(Cc2ccccc2)CC1
  10.7	0.2	0.1	4.8
> COCCN(C(=O)Cc1ccc(F)cc1)C1CCN(Cc2ccncc2)CC1
  1.5	6.6*	0.0	7.5
> COc1ccc(NC(=O)c2c(NC(C)=O)sc3c2CCCCC3)cc1
  -1.2	0.6	-0.1	-9.6
> C=CCN1CCCC1CNC(=O)c1cc2[nH]nnc2cc1OC (centres undefined)
  /	1.2	-0.1	-7.5
> O=[N+]([O-])c1ccc(CSc2nc(Nc3ccc4c(c3)OCO4)c3ccccc3n2)cc1
  6.5	0.5	-0.1	14.0
> CC1(C)N=C(c2ccc(Br)cc2)C(=S)N1
  -6.6	2.4	-0.2	-9.1
> CCN(CC)S(=O)(=O)c1ccc(N2CCNCC2)c([N+](=O)[O-])c1
  -3.8	-0.7	0.0	15.2
> Cn1c(=O)c(=O)n(C)c2cc(S(=O)(=O)N3CCN(Cc4ccccc4)CC3)ccc21
  -7.8	1.1	0.2	5.3
> COc1cc(C)c(C)cc1S(=O)(=O)Nc1cccc(N2CCCCC2=O)c1
  -2.4	1.2	0.1	-3.1

# (continued)
# Value order: TEAD-YAP block	GPR151 ag	FBW7 activator	MITF inh
> Cn1c(=NC(=O)CN2C(=O)c3ccccc3C2=O)sc2cc(Br)ccc21
  12.9	1.0	0.1	-2.5
> COc1cccc(NC(=O)CCNS(=O)(=O)c2ccc3c(c2)oc(=O)n3C)c1
  8.8	3.0	0.0	14.2
> CCN(CC)CCCC(C)Nc1c2ccc(Cl)cc2nc2ccc(OC)cc12 (centres undefined)
  -42.0&-44.3	-4.8&-3.5&-0.1	0.0&0.0&0.3	-25.3&-6.7&20.1
> COc1cc(/C=C2\N=C(c3cccc(Cl)c3)OC2=O)cc(OC)c1OC
  -0.3	-0.7	-0.1	1.8
> CCc1ccccc1NC(=S)N(CCN1CCOCC1)Cc1ccccc1F
  15.7	0.1	-0.1	0.3
> Cc1ccccc1C(=O)OCCCN(C)C
  -1.7	2.2	-0.1	12.1
> N#Cc1ccc(OCC(=O)NNC(=O)c2ccccc2)cc1
  -2.9	0.4	-0.1	5.6
> O=C1CN(C(=O)CNC(=O)c2cccc(Cl)c2)c2ccccc2N1
  -0.3	0.2	0.0	2.2
> Cc1ccc(-n2nc3c(c2NC(=O)Cc2ccc(F)cc2)CS(=O)(=O)C3)cc1
  -1.9	1.8	0.7	10.3
> CCOC(=O)c1c(-c2ccc(C)cc2)csc1NC(=O)c1ccc(C(C)(C)C)cc1
  -9.7	1.4	0.0	4.3
> COc1ccccc1C1CN(CC(=O)NCc2cnc3ccccn23)Cc2ccccc2O1 (centres undefined)
  10.6	-1.4	0.3	8.1
> O=C1CCCC(=O)N1CCS(=O)(=O)N1CCC(c2ccccc2)C1 (centres undefined)
  4.8	0.3	0.0	-8.7
> O=C(NCc1ccco1)c1cc(=O)[nH]c(=O)[nH]1
  -2.8	2.8	-0.2	-5.7
> CCCn1cnc2sc(C(=O)N3CCCC(C)C3)c(C)c2c1=O (centres undefined)
  2.8	1.3	0.0	-5.8
> COCC(=O)N(CCc1ccccc1)Cc1cc2cc(C)ccc2n2nnnc12
  4.0	0.9	-0.1	-1.0
> COC(=O)c1c(NC(=O)CN2CC3(C)CC2CC(C)(C)C3)sc(C)c1C (centres undefined)
  -10.1	-0.6	-0.3	0.8
> O=c1c2sc(=S)n(-c3ccccc3F)c2nc(SCC2OCCO2)n1-c1ccc(F)cc1
  11.0	-1.5	0.1	15.0
> COc1ccc(S(=O)(=O)N2CCCCC2CC(=O)Nc2cccc(SC)c2)cc1 (centres undefined)
  12.1	2.6	1.6	-4.3
> CC(C)Cn1cc(C(=O)NCc2ccncc2)c(=O)c(C(=O)NC2CCCCC2)c1
  9.7	0.3	-0.1	-4.2
> CCNC(=O)[C@@H]1C[C@@H](NCc2ccc(SC)cc2)CN1Cc1ccccc1
  -0.6	1.6	0.0	10.6

# (next part)
# Value order: TEAD-YAP block	GPR151 ag	FBW7 activator	MITF inh
> Nc1ncc(-c2ccco2)nc1NC1CCOCC1
  -8.0	0.2	-0.2	12.3
> CCC(=O)Nc1ccc(NC(=O)c2oc3ccccc3c2C)cc1
  -1.2	-2.0	0.1	-2.8
> COc1cccc(CC2(CO)CCN(C(=O)c3ccccc3-n3cccn3)CC2)c1
  0.5	-0.3	-0.1	14.1
> CCN(CC)c1nc(NCc2cccc(C(F)(F)F)c2)nc(N2CCC(N3CCOCC3)CC2)n1
  -10.8	-1.3	-0.1	4.2
> Cc1occc1-c1nnc(SCC(=O)NC(C)(C)C)n1-c1cccc(Cl)c1
  -3.6	0.7	0.0	16.1
> NC(=S)N/N=C/c1cccc(OCc2ccccc2)c1
  3.5	0.9	-0.5	1.0
> CC(C)N(C(=O)CN1C(=O)[C@@H]2CCCN2C(=O)c2ccccc21)C(C)C
  -4.0	0.4	0.0	-14.0
> Cn1nccc1-c1cc(F)cc(-c2ccnc(Nc3ccc(-n4cnc(C(F)(F)F)n4)cc3)n2)c1
  4.0	2.3	-0.1	7.2
> Cc1ccc(Oc2ccc(N3C(=O)C4C5CCC(C5)C4C3=O)cc2)cc1 (centres undefined)
  -20.6	-1.5	-0.2	-4.0
> COc1cccc(OC)c1OCC(O)CN(CCO)CCO (centres undefined)
  2.9	-0.5	-0.2	-2.5
> COc1ccc(CCNC(=O)C(C)N2C(=O)CC(C)(C)Sc3ccccc32)cc1OC (centres undefined)
  6.4	0.6	0.0	8.3
> Cc1ccc(Cl)cc1-n1ncc2c(N3CCN(C)CC3)ncnc21
  13.7	0.9	-0.3	-13.4
> Cc1ccc(NC(=O)C(CC(=O)O)C2CCCO2)cc1 (centres undefined)
  -4.7	18.6*	0.1	3.6
> CCC(=O)c1ccc(OC(=O)c2ccc(Br)o2)cc1
  -3.0	1.2	0.2	-1.7
> CN(C)CCCNc1ncnc2c1sc1nc(N3CCOCC3)c3c(c12)CCC3
  -5.7	1.0	-0.1	-3.3
> O=C1NC(=S)N/C1=C\c1ccc(-c2ccccc2Cl)o1
  -19.4	-0.8	0.1	1.3
> CCCn1ncc(C)c1NC(=O)Cn1c(=O)n(C)c2ncccc21
  -1.1	0.0	0.1	-8.4
> COc1ccc(/C=N/NC(=O)Nc2nonc2N)cc1
  -12.3	-0.2	-0.1	-4.9
> O=C(COc1ccc(Cl)cc1)N1CCC[C@@H]2CN(Cc3ccsc3)CC[C@H]21
  0.6	-0.2	-0.1	0.5
> O=C1N(Cc2cccnc2)C[C@@H]2C[C@@H](c3ccc4nonc4c3)N3CCC[C@@]123
  -8.6	-0.5	0.5	1.1

# Next results follow.
# Value order: TEAD-YAP block	GPR151 ag	FBW7 activator	MITF inh
> CCOC(=O)c1c(N)sc2c1CCSC2
  6.6	0.0	-0.1	7.0
> CCOC(=O)C1(CCCc2ccccc2)CCN(C(=O)C2=C(C)OCCO2)CC1
  6.6	-1.2	0.2	1.7
> CCc1ccc(N=c2oc3c(C)ncc(CO)c3cc2C(N)=S)cc1
  3.5	1.6	-0.4	3.6
> CCc1nnc(NC(=O)CSc2nnc(C(C)C)n2CC)s1
  5.0	0.3	-0.1	0.0
> CC(=O)Nn1cnc2c(c1=O)C1(CCCC1)Cc1ccccc1-2
  -24.6	0.4	-0.2	-1.4
> CCCC(C)NS(=O)(=O)c1ccccc1[N+](=O)[O-] (centres undefined)
  4.9	-1.0	0.5	20.8
> CC(=O)Nc1nnc(S(=O)(=O)N2CCOCC2)s1
  -3.0	3.3	-0.2	-5.3
> O=C(Oc1ccc(F)cc1[N+](=O)[O-])c1ccc([N+](=O)[O-])cc1
  2.1	-1.3	0.1	1.5
> O=C(CSc1n[nH]c(-c2ccco2)n1)NC1CCCCC1
  2.8	0.8	-0.1	16.4
> NC(=O)c1c(NC(=O)C(c2ccccc2)c2ccccc2)sc2c1CCC2
  -1.7	1.2	0.1	0.3
> CC(C)N(CCO)C(=O)c1cccc(OC2CCN(C(=O)C3CC3)CC2)c1
  -6.6	-1.1	0.2	-8.1
> CC(C)Oc1ccc(/C=C2/SC(N3CCOCC3)=NC2=O)cc1
  -16.6	7.0*	0.1	17.5
> CCOc1ccc(-n2c(=S)sc3c(=O)n(-c4ccccc4)c(SCC(=O)Nc4ccccc4CC)nc32)cc1
  1.3	0.3	0.2	10.6
> CC(=O)Nc1ccc(S(=O)(=O)Nc2ccc(S(=O)(=O)Nc3nc(C)cc(C)n3)cc2)cc1
  -5.0	1.6	-0.1	2.5
> CC(C)Cc1nc(N2CCC(C(N)=O)CC2)c2nnn(Cc3ccccc3)c2n1
  -14.8	-0.1	0.0	9.0
> CC1=NOC(=O)/C1=C/c1ccc(-c2ccc([N+](=O)[O-])cc2)o1
  -3.2	0.5	0.1	15.7
> Cc1ccc(S(=O)(=O)N(CC(=O)NC(C)(C)C)C(=O)N2CCN(C)CC2)cc1
  -13.2	-1.6	0.3	5.6
> O=C(OCc1csc(-c2ccccc2)n1)c1ccccc1[N+](=O)[O-]
  -24.0	-0.7	-0.2	-0.7
> CCn1c(SCC(=O)Nc2nc3ccc(OC)cc3s2)nnc1C1CC1
  -20.1	-1.6	-0.1	4.1

# Compounds were not picked by outcome. About 3.5% of those tested had a hit in this group.
